Cneo AK release: causes C. neoformans cell lysis; adenylate kinase release luminescence, 4 h; normalised: neutral wells 0, clomiphene wells 100; lysis activity, % at 15 µM; 360,000 compounds, 0.2% hits; AID 651654;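 active = mean lysis activity across replicates of at least 80%, whatever share of replicates individually reach that level; inactive = mean lysis activity below 80%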
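Material – log-phase Cryptococcus neoformans yeast cells · Input – 5 × 10^6 yeast cells/mL · Medium – fresh YPD growth medium · Doses – single compound concentration per well · Timing – static 4 h at 37 °C with compound, 1 h detection · Detection – adenylate kinase release luminescence · Read-out – signal increase indicating cell lysis · Control set – Clomiphene as positive lysis control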
Statin myotox sup: suppressors of simvastatin-induced myotoxicity in C2C12 myotubes; ATP luminescence, 48 h; scaled: DMSO 0, geranylgeraniol control 100; rescue of ATP level, % at 7.49 µM; 330,000 compounds, 0.78% hits;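 active = mean ATP rescue above about 67%, or every replicate alone reaching that limit, limit read from the data, passing the limit was not always enough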;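 also: myotubes were challenged with 10 µM simvastatin during compound exposure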
LGR2 antag: blocks bursicon-induced cAMP signaling via Drosophila LGR2. HEK293 LGR2, CRE-luciferase, bursicon-stimulated, 4 h. inhibition, % at 9.99 µM. 380,000 compounds, 0.35% hits. AID 720647;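 active = drop in luminescence signal, shown as inhibition above about 50% in the replicate tests, limit read from the data, passing the limit was not always enough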;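 also: agonist challenge used bursicon conditioned medium at about half maximal strength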
GSIS activator: GLuc luminescence reporter in INS-1E cells, primary screen for activators of glucose-dependent secretion of insulin. INS-1E GLuc reporter insulin secretion, 2-3 h. activation, % at 16.6 µM. 370,000 compounds, 0.61% hits. AID 743287;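 active = lowest replicate activation of at least 40%, so every replicate reaches that level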;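 also: 0% = median of neutral control wells and 100% = median of IBMX positive control wells; some compounds called inactive have numbers as strong as hits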
PGC1a acetyl inh: lowers PGC1a acetylation signal in U2OS cells | AlphaScreen anti-acetyl-lysine; with virally co-expressed GCN5 acetyltransferase | inhibition, % at 15.6 µM | 350,000 compounds, 0.17% hits | AID 651687;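 active = every replicate shows inhibition of at least 40%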;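 also: 0% = neutral control wells and 100% = positive control wells; some results beyond the cut were filed as inactive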
ARNT-TACC3 inh: disrupts binding between human ARNT and TACC3; Q9Y6A5; AlphaScreen His-ARNT PAS-B/GST-TACC3 binding, luminescence; TACC3 fragment carries E629A point mutation; inhibition, % at 9.99 µM; 390,000 compounds, 0.66% hits; AID 623870;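 active = mean inhibition of replicates at least 50% and at least half of replicates each reaching 50%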;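 also: 0% = complete ARNT plus TACC3 wells and 100% = ARNT alone without TACC3; many hits fall short of the cut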
PAX8 reporter: inhibitors of PAX8 transcriptional activity in RMG-I cells; RMG-I TPO-luciferase reporter, SteadyGlo, 24 h; inhibition, % at 12.6 µM; 360,000 compounds, 1.2% hits;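 active = mean replicate inhibition at least 60% with every replicate also reaching 60%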;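 also: luciferase light reporting Pax8 driven TPO promoter activity; plate controls were median of neutral control wells for no effect and mitoxantrone controls for full effect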
PglD inh: blocks C. jejuni PglD acetyltransferase activity; purified PglD enzyme, DTNB colorimetric CoA detection; inhibition, % at 12.5 µM; 360,000 compounds, 0.098% hits; AID 602405; in the data active = inhibition above about 16%, passing the limit was not always enough; also: strong numbers were not always called active
Numbers without * were called inactive; . = not tested or not shown.

Each structure is followed by: Cneo AK release	Statin myotox sup	LGR2 antag	GSIS activator	PGC1a acetyl inh	ARNT-TACC3 inh	PAX8 reporter	PglD inh
CCOc1ccccc1/C=C(\NC(=O)c1ccccc1)C(=O)NCCC(=O)O
  .	.	-25	4	.	-4	30	.
CO[C@@H]1CN(C)C(=O)c2ccc(NS(C)(=O)=O)cc2OC[C@@H](C)N(S(C)(=O)=O)C[C@H]1C
  -3	-2	8	6	10	-4	-8	0
CCCN1CCN(C(=O)c2ccc(CS(=O)c3ccc(Br)cc3)o2)CC1 (stereo unspecified)
  1	9	20	11	7	.	2	6
C[C@H]1CN([C@@H](C)CO)C(=O)c2cc(NC(=O)CCN3CCOCC3)ccc2O[C@H]1CN(C)Cc1ccc2c(c1)OCO2
  -1	28	-6	22	-2	7	-5	1
COc1cccc(C2c3c(oc4ccc(F)cc4c3=O)C(=O)N2CCCN2CCOCC2)c1 (stereo unspecified)
  -4	3	-6	5	.	-16	-9	1
CCN(CC(=O)NCc1cccs1)C(=O)Cc1ccc(C)c(C)c1
  -2	-6	7	1	-15	-2	5	6
O=C(Nc1ccc2c(c1)OCO2)c1cc(C2CCCCN2C(=O)c2ccc3c(c2)CCO3)on1 (stereo unspecified)
  -1	7	6	-18	-6	.	15	-4
COc1cccc(/C=N/n2c(COc3ccccc3)n[nH]c2=S)c1O
  -1	1	-8	22	13	8	6	-7
O=C(CN1C(=O)c2ccccc2C1=O)NCCc1c[nH]c2ccccc12
  .	5	20	2	.	-3	-15	.
CC(C)(C)Nc1c(-c2cccs2)nc2ccccn12
  .	-18	27	0	-8	-2	42	.
O=C(CCN1CCCCC1)NCC[C@H]1CC[C@@H](NS(=O)(=O)c2cccc(F)c2)[C@H](CO)O1
  -2	19	15	-6	-10	-10	1	-2
N#Cc1cccc(C(=O)OCC(=O)NCc2ccco2)c1
  2	1	0	5	.	0	-3	3
Cc1ccc(/C(O)=C2\C(=O)C(=O)N(C)C2c2ccccc2)cc1 (stereo unspecified)
  0	27	-4	11	3	.	-26	6
O=C(CN1CCOCC1)NCC[C@H]1CC[C@@H](NC(=O)Nc2ccc(C(F)(F)F)cc2)[C@@H](CO)O1
  -2	-1	9	3	10	-19	-3	1
CN(C(=O)c1cccc(NC(=O)c2ccccc2)c1)C1CCCCC1
  1	-5	-4	-6	-1	-2	3	1
CCOC(=O)CNC(=O)CSc1nnnn1-c1cc(C)ccc1C
  -21	5	.	.	0	-7	.	.
COc1cccc(C(=O)O/N=C(\N)c2ccccn2)c1OC
  -4	3	69*	14	.	-2	3	2
Cc1noc(C)c1NC(=O)Nc1ccc2c(c1)C(=O)N([C@H](C)CO)C[C@H](C)[C@H](CN(C)C(=O)Nc1c(C)noc1C)O2
  -6	-7	-8	15	6	1	-12	0
CC1=Nc2ccccc2/C1=C/c1sc(=S)n(-c2cccc(C(=O)O)c2)c1O
  .	.	1	20	-6	36	15	.
COc1ccccc1-c1ccc2c(c1)O[C@@H](CN(C)C(=O)c1ccncc1)[C@@H](C)CN([C@H](C)CO)S2(=O)=O
  0	-44	0	-7	-3	-6	10	-9
CN1[C@H](C(=O)NC2Cc3ccccc3C2)[C@@H](CO)[C@@H]2Cn3c(ccc(-c4cncnc4)c3=O)[C@@H]21
  0	-2	0	-1	.	-2	.	-2
COc1ccc2[nH]c(-c3ccccc3)cc2c1
  -3	2	-144	-2	-13	-9	-159	4
COc1ccc(NC(=O)N[C@H]2CC[C@H](CCNC(=O)Cc3ccncc3)O[C@@H]2CO)cc1
  0	4	9	12	3	-10	4	-1
CC(=O)Nc1ccc(NC(=O)CSCc2cnn(-c3ccccc3)c2-n2cccc2)cc1
  1	2	.	.	18	22	.	-3
CCCCn1c(N)c(N(CCOC)C(=O)COC(=O)COc2cc(C)c(Cl)cc2C(C)C)c(=O)[nH]c1=O
  .	2	9	-66	.	0	-21	.
COc1ccc(CCNC(=S)N(C)C)cc1OC
  0	.	14	39	3	-50	3	3
Cc1ccccc1C(=O)N1CCC(C(=O)N2CCN(Cc3ccc4c(c3)OCO4)CC2)CC1
  -1	4	.	.	.	2	9	1
CC1CC(C)CN(CC(=O)c2c[nH]c3ccccc23)C1 (stereo unspecified)
  -4	12	-3	-15	-6	-10	-27	-1
O=C(NCC[C@H]1CC[C@@H](NS(=O)(=O)c2ccc(F)cc2)[C@@H](CO)O1)c1ccc2c(c1)OCO2
  -12	2	-3	-2	7	5	2	1
O=S(=O)(Nc1ccc2c3c(cccc13)CC2)c1ccc(F)cc1
  3	.	.	.	-13	-16	.	-4

Further results:
Each structure is followed by: Cneo AK release	Statin myotox sup	LGR2 antag	GSIS activator	PGC1a acetyl inh	ARNT-TACC3 inh	PAX8 reporter	PglD inh
C[C@H](CO)N1C[C@H](C)[C@H](CN(C)Cc2ccc(O)cc2)OCc2cnnn2CCCC1=O
  2	-1	0	9	3	1	.	-2
COC(=O)[C@H](CO)N1C(=O)[C@@H]2[C@H](C1=O)C1C=C[C@H]2C1
  1	-3	-3	3	-10	-3	-1	-2
Cc1ccc(NC(=O)CCc2c(C)nn(-c3ccc(N4CCCCC4)nn3)c2C)cc1C
  -2	-11	-48	-26	.	8	-68	-1
CC(C)(C)c1ccc(C(=O)NCCC(=O)NNC(=O)COc2ccccc2F)cc1
  -1	-2	-10	12	7	0	27	-8
O=C(Nc1c(C(=O)N2CCOCC2)cnn1-c1ccccc1)c1ccc([N+](=O)[O-])cc1
  1	6	-5	27	5	-2	8	-4
CCS(=O)(=O)Nc1ccc2c(c1)C(=O)N(C)[C@@H]1CC[C@H](CC(=O)N3CCN(C)CC3)O[C@@H]1CO2
  -3	6	-19	2	2	-8	-9	3
CN(CC(=O)Nc1ccccc1Cl)C(=O)COC(=O)C1CC1
  2	13	-1	13	-12	-7	6	5
COc1cccc(C2C(C(=O)c3cccs3)=C(O)C(=O)N2CCN(C)C)c1OC (stereo unspecified)
  .	-3	.	.	13	7	7	.
COc1cc(NC(=O)CCc2nnc3ccc(N4CCCCC4)nn23)cc(OC)c1OC
  0	10	-18	2	14	3	0	3
CC=Cc1ccc2n(c1=O)C[C@H]1[C@H](CO)[C@@H](C(=O)NCC(F)(F)F)[C@@H]2N1C(=O)CC (mixture of isomers)
  -1	5	6	7	20	7	5	4
C[C@@H]1CN([C@@H](C)CO)C(=O)c2cc(-c3cncnc3)cnc2O[C@H]1CN(C)Cc1ccc(F)cc1
  1	-8	9	5	-4	-6	-31	0
O=C1CCN(Cc2ccccc2)CCN1[C@H](CSc1ccccc1)Cc1ccccc1
  0	1	44	-10	5	6	10	4
c1coc(CNc2nc3ccccc3n2CCN2CCOCC2)c1
  0	-4	14	27	-3	2	.	-2
NC1=NC2(CCCCC2)N=C(Nc2ccc(Br)cc2)N1
  -7	.	11	23	9	13	-2	3
CCOC(=O)c1ccc(NC(=O)Cc2coc3cc4c(cc23)CCC4)cc1
  -3	.	-12	-9	.	1	-13	7
O=C(NCCCN1CCOCC1)c1cc(-c2ccc(F)cc2)on1
  -3	-15	7	6	-23	-2	.	-3
CCOC(=O)C1(S(=O)(=O)c2ccc(Cl)cc2)CCN(Cc2ccc(C)cc2)CC1
  -1	4	.	.	0	-1	13	2
CN1[C@@H]2c3ccc(/C=C/c4ccccc4)c(=O)n3C[C@@H]2[C@@H](CO)[C@@H]1C(=O)NC1CCCCC1
  -5	-6	5	-16	.	-5	.	3
Cc1cc(NC(=O)c2ccc([N+](=O)[O-])o2)ccc1NC(=O)c1ccco1
  74	.	-5	-10	.	-11	99*	17
COc1ccc(NC(=O)Nc2ccc3c(c2)C(=O)N([C@H](C)CO)C[C@@H](C)[C@H](CN(C)C(=O)Nc2ccc4c(c2)OCO4)OCCCC[C@@H](C)O3)cc1
  -2	.	-2	-6	0	38	1	0
Cc1cc(C)cc(OCCn2nnc3ccccc32)c1
  1	3	-39	1	-3	-4	-51	-8
C/C=C/c1ccc([C@H]2[C@@H](CO)N(C(C)=O)C23CN(C(=O)NC2CCCCC2)C3)cc1
  .	.	-21	0	-8	.	0	.
O=C(COc1ccccc1)N(Cc1ccco1)c1ccc(O)cc1
  1	-19	1	8	5	4	.	-4
CCC1CCCCN1C(=O)CSc1nnc(-c2cccc(Cl)c2)o1 (stereo unspecified)
  -3	6	-40	-22	.	-4	-80	-3
Cc1ccc(S(=O)(=O)N[C@H](C(=O)OCC(=O)NC(=O)C2CCCCC2)C(C)C)cc1
  0	-5	0	-16	-1	-2	10	-6
COc1ccc(C2=NN(S(C)(=O)=O)C(c3cccs3)C2)cc1OC (stereo unspecified)
  .	10	-66	28	-5	-2	-40	.
CC(C)NC(=O)N1C[C@H]2[C@@H](c3ccccc31)[C@@H](CO)N2C(=O)Nc1ccccc1
  2	-14	1	-9	0	0	-16	-1
CC1(C)Cc2ccccc2C(/C(=N\Nc2cccc(Cl)c2)C(N)=O)=N1
  .	.	37	-32	.	5	30	.
COc1ccc(S(=O)(=O)N2CCC(C(=O)NCCc3ccc4c(c3)OCO4)CC2)cc1
  -10	7	.	.	-12	-5	10	-1
C[C@H]1CN([C@@H](C)CO)C(=O)c2cccc(NC(=O)Nc3ccccc3)c2O[C@H]1CN(C)S(=O)(=O)c1ccc(Cl)cc1
  -3	15	-17	-15	-5	2	12	1

(more compounds)
Each structure is followed by: Cneo AK release	Statin myotox sup	LGR2 antag	GSIS activator	PGC1a acetyl inh	ARNT-TACC3 inh	PAX8 reporter	PglD inh
O=C(CSc1nnc(-c2ccccc2F)n1C1CC1)NCc1ccco1
  .	5	5	11	-2	.	16	.
Cn1cccc1CC(=O)N/N=C/c1ccc(Cl)cc1
  .	.	-22	-7	.	12	9	.
CCCCOCCCNC(=O)CN1C(=O)c2ccccc2C1=O
  1	-3	7	1	4	-1	.	-3
O=C(CSc1ccc2ccccc2n1)NCCCN1CCCC1=O
  0	2	-18	30	-1	.	1	1

Copied from the list:
Reading for O=C(CSc1nnc(-c2ccccc2F)n1C1CC1)NCc1ccco1 in GSIS activator: 11
Reading for CCCCOCCCNC(=O)CN1C(=O)c2ccccc2C1=O in LGR2 antag: 7
Reading for Cn1cccc1CC(=O)N/N=C/c1ccc(Cl)cc1 in ARNT-TACC3 inh: 12
